# From PubChem
# Lamin A splicing: modulators of lamin A splicing. HeLa LMNA splicing GFP/RFP minigene ratio, 48 h. Potency, µM (highest dose often 46.1 µM), inactives show top-dose ratio change, negative = inhibition, most hits filed as inhibitors. 200,000 tested, 0.01% active. AID 1487; active = well fitted inhibition curve with a large enough effect in the signal ratio, with a control signal flat, not every such curve was filed as active; inconclusive = small, poorly fitted or top-dose-only effect, or effect the other way, or a change in a side signal; the % refers to the signal ratio; also: % is scaled to controls: 0 for no effect and ±100 for the full control effect
#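 Read-out is the ratio of GFP to DsRed2 object intensity, acquired by 488 nm laser-scanning cytometry on HeLa lamin A-EGFP minigene reporter cells. Compound incubation 48 hrs at 37 °C in Opti-MEM with 2% FBS; DMSO 0.5% final.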
# ALDH1A1 inh: ALDH1A1 (human) enzyme inhibition | 220,000 tested, 7.3% active | Potency, µM (top dose mostly 75.3 µM), inactives show at the top dose activity, negative = inhibition, actives largely listed as inhibitors | Purified ALDH1A1, NADH fluorescence, propionaldehyde substrate | AID 1030 | P00352; active = well fitted inhibition curve with a large enough effect, not every such curve was filed as active; inconclusive = small, poorly fitted or top-dose-only effect, or another doubt; inactive = no such curve, though single readings can be large or run the other way;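 also: plate controls were no enzyme wells and a reference inhibitor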
# JMJD2E inh: JMJD2E (human) inhibition. JMJD2E catalytic domain, FDH-coupled NADH fluorescence (FDH is formaldehyde dehydrogenase). Potency, µM (top dose mostly 57.1 µM), without a hit: at the highest dose activity change, negative = inhibition, most hits filed as inhibitors. 230,000 tested, 1.6% active; active = well fitted inhibition curve with a large enough effect, not every such curve was filed as active; inconclusive = small, poorly fitted or top-dose-only effect, or another doubt; inactive = no such curve, though single readings can be large or run the other way;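 also: 0% = wells with enzyme and -100% = buffer wells without enzyme; nearly all actives have a fitted effect of over 50% in size; many of its hits are not listed in these tables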
# TR SRC2 fluor cs: alters Texas Red total fluorescence, flagging assay interference. TRb/SRC2 Texas Red total fluorescence interference. Potency, µM (top dose mostly 106 µM), for inactives: at the highest dose fluorescence change, negative = quenching. 280,000 tested, 0.29% active; active = well fitted curve in either direction with a large enough effect; inconclusive = small, poorly fitted or top-dose-only effect; also: % is scaled to controls: 0 for no effect and ±100 for the full control effect
#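 Flags fluorescent or light-absorbing compounds by total fluorescence, S + 2P, at 555 nm excitation and 632 nm emission. Mixture: 20 nM Texas Red SRC2 peptide, 0.6 uM human TRb LBD, 1 uM T3, 5% DMSO; compound exposure 5 h at ambient temperature.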
# SMN2 splice enh: increases expression of the SMN2 splice variant; HEK293 SMN2-luciferase splicing reporter, luminescence, 30-36 h; Potency, µM (series often up to 46.1 µM), for the others: top-dose activity change, positive = activation, usual class: activators; 210,000 tested, 2.8% active; also: % of control where 0% means no effect; nearly all actives have a fitted effect of over 55% in size
#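 qHTS luciferase splicing reporter: luminescence rises when SMN2 exon 7 is included in transfected HEK293 cells. Compound exposure lasted 30-36 h at 37C, with 4.5 mM final sodium butyrate as control, followed by a ONE-Glo read.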
# TRb-SRC2 inh: inhibitors of human thyroid hormone receptor beta-SRC2 interaction; AID 1469; TRbeta-SRC2 peptide binding, fluorescence polarization; receptor liganded with 1 µM T3; Potency, µM (series often up to 106 µM), for the others: at the highest dose activity change, negative = inhibition, actives largely listed as inhibitors; 280,000 tested, 0.065% active; P10828;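 also: plate controls were bound peptide for no effect and peptide without receptor for full effect; nearly all actives have a fitted effect of over 50% in size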
#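 Polarization signal, normalized between peptide-alone and full complex controls, measured compound effects on T3-liganded human TRb LBD (0.6 uM) binding 20 nM Texas Red SRC2 peptide after 5 hr.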
# GoLoco inh red: RGS12 GoLoco-Gai1 interaction inhibition | Gai1:RGS12 GoLoco peptide FP, rhodamine, 10 min | Potency, µM (titrated, usually from 61.6 µM), without a hit: at the highest dose activity, negative = inhibition, hits mostly inhibitors | 230,000 tested, 0.44% active; active = well fitted inhibition curve with a large enough effect, not every such curve was filed as active; inactive = no such curve, though single readings can be large or run the other way; also: % is scaled to controls: 0 for no effect and ±100 for the full control effect; nearly all actives have a fitted effect of over 30% in size; many of its hits are not listed in these tables
# Target sequence (P63096 whole entry, looked up): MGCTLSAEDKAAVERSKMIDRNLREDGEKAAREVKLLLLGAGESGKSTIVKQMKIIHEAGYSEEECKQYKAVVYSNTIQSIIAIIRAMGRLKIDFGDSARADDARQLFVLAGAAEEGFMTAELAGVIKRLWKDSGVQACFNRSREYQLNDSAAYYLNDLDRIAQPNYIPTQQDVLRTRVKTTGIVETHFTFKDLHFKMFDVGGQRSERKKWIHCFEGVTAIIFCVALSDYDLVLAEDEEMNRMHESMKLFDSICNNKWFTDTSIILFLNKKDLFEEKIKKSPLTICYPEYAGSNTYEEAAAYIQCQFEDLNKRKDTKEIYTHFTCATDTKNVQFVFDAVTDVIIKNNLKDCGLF
# RECQ1 inh: RECQ1 (human) helicase inhibition; P46063; 240,000 tested, 0.54% active; Potency, µM (top dose mostly 57.3 µM), for inactives: top-dose activity, negative = inhibition, usual class: inhibitors; AID 2549; RECQ1 DNA unwinding, red fluorescence kinetic read;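 also: plate controls were vehicle for no effect and no enzyme for full effect; nearly all actives have a fitted effect of over 30% in size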
# Target sequence (P46063 whole entry, looked up): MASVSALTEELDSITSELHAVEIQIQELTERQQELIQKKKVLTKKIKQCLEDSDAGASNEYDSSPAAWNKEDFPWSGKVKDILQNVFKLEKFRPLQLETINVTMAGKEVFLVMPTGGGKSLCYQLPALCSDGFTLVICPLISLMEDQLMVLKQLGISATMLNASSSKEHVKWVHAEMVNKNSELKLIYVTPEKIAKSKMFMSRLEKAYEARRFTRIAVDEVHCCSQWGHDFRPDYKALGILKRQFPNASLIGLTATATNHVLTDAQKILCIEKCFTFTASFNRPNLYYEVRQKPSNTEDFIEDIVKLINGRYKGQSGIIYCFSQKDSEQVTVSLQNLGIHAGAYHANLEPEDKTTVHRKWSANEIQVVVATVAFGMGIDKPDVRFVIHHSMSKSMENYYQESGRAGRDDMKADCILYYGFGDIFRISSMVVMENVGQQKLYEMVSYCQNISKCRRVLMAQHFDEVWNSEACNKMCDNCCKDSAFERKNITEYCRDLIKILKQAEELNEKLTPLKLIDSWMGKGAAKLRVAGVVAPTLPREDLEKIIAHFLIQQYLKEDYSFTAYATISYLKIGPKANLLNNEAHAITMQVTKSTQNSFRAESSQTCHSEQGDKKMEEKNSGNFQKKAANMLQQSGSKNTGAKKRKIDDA
#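 RECQ1T1 50 nM; forked duplex (20 bp + 30-nt ss tails) 200 nM, ATP 2 mM final; pH 8.0, 2 mM MgCl2, 2.5 ug/ml poly(dI-dC); 15 min compound preincubation; discontinuous kinetic read over 2 h at RT.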
# * hit, by the source's call; i = inactive; ? = inconclusive; nt = no result given; & = joins results of further samples; [ ] = another dose, or the depositor's remark. Unless noted, calls follow the shape of the dose curve; as a rule, active = well fitted curve in the direction sought with a large enough effect; inconclusive = small, poorly fitted or top-dose-only effect, or another doubt; inactive = no such curve, though single readings can be large; an effect the other way counts as inactive or inconclusive. Potency is read from the fitted curve at half-maximal effect. Only part of the results is shown, so the mix of outcomes need not match the whole.
SMILES,Lamin A splicing,ALDH1A1 inh,JMJD2E inh,TR SRC2 fluor cs,SMN2 splice enh,TRb-SRC2 inh,GoLoco inh red,RECQ1 inh
CC(=O)N1CN2CN(C(C)=O)CC(C(=O)c3ccc([N+](=O)[O-])cc3)(C2)C1,nt,8.8%,-2.1%,1.1%,nt,2.3%,2.8%,-7.2%
O=[N+]([O-])c1ccc(-c2[se]c3ccccc3c2I)cc1,nt,?,nt,-13.0%,nt,4.2%,7.2%,i
C[C@]1(C(=O)O)CCC[C@]2(C)c3cc(O)ccc3CC[C@@H]12,nt,2.1%,6.2%,-0.5%,nt,-2.5%,2.3%,i
OCC[N+]12CCC(CC1)C(C(O)(c1ccccc1)c1ccccc1)C2 (stereo unspecified),nt,nt,4.6%,-2.1%,nt,-1.6%,-4.7%,15.2%
CCCCCn1c(=O)c(C(=O)Nc2c(C)n(C)n(-c3ccccc3)c2=O)c(O)c2ccccc21,?,1.6%,-4.6%,-8.4%,-29.6%,0.0%,0.0%,-7.2%
CCOc1ccc(-n2c(O)c(N=Nc3c(C)n(C)n(-c4ccccc4)c3=O)c(=O)[nH]c2=O)cc1,nt,15.8µM*,7.94µM*,-0.9%,nt,-1.8%,13.5%,-7.9%
Nc1nc2n(n1)C(c1cccs1)CC(c1ccc(Br)cc1)N2 (stereo unspecified),-7.8%,-2.0%,?,-1.0%,nt,-4.5%,nt,-5.4%
CC(C)=CCOc1c2occc2cc2ccc(=O)oc12,11.7%,?,4.6%&-0.1%,-0.9%&-0.1%,0.4%&-12.4%,4.5%&-1.1%,1.0%&1.1%,-1.3%
CCOC(=O)c1nc2ccccc2c(=O)n1-c1ccc(C)cc1C,-14.6%,-0.4%,5.4%,3.6%,-8.4%,-0.3%,-11.4%,-3.4%
CCCSc1nc(O)c(CC)c(=O)n1C(C)CC (stereo unspecified),-1.3%,7.5%,-2.9%,3.6%,12.7%,2.1%,-7.1%,-3.9%
CN1CCN(c2ncnc3ccc(Br)cc23)CC1,-1.5%,-9.7%,-2.9%,-4.4%,-31.5%,-5.0%,2.5%,-8.9%
COC(=O)C1=CO[C@@H](C)[C@@H]2CN3CCc4c([nH]c5cc(OC)ccc45)[C@@H]3C[C@H]12,nt,?,?,0.4%,12.4%,nt,-2.8%,14.1%
CCOC(=O)C1(CCOc2ccccc2)CCN(C2Cc3ccccc3C2)CC1,?,-2.5%,1.1%,-8.8%,-29.5%,2.1%,0.8%,i
N[C@@H](Cn1oc(=O)[nH]c1=O)C(=O)O,?,10.6%&15.3%,20µM*,-3.4%&-0.7%&-0.7%,-14.0%&20.3%,0.7%&5.5%&0.0%,7.5%&2.4%&-2.5%,-11.3%&-9.8%
O=P(Oc1ccccc1)(Oc1ccccc1)c1ccccc1,nt,nt,0.9%,4.4%,nt,4.5%,-4.2%,i
COc1ccc(C=C2C(=O)N(C)C(=O)N(C)C2=O)cc1COc1ccc(NC(C)=O)cc1,nt,nt,-21.2%,-0.2%,nt,-8.7%,-3.4%,-2.9%
O=C(O)c1cccc(N=Nc2c(O)[nH]c(=O)[nH]c2=O)c1,nt,nt,-9.0%,-7.2%,nt,-1.8%,6.4%,-3.1%
CN1CCN(c2ccc(C=O)cc2)CC1,11.5%,12.6µM*,-1.5%,1.3%,28.2%,2.0%,2.8%,i
COc1ccc(Cn2c(O)c(/C=N/NC(=O)c3ccccc3)c(=O)[nH]c2=O)cc1,-23.8%,?,2.6%,5.9%,11.8%,-5.3%,8.1%,0.9%
CN1C(=O)C(Cc2cccc3ccccc23)C(=O)N(C)C1=O,4.4%,?,-25.6%,2.6%,11.3%,-9.6%,-6.4%,-6.6%
[O]=[Cd],?,0.1%,nt,-0.2%,-8.6%,0.1%,-1.7%,-20.3%
Cc1c(N=Cc2c(O)n(CCc3ccc(F)cc3)c(=O)[nH]c2=O)c(=O)n(-c2ccccc2)n1C,10.1%,?,8.9%,-1.8%,15.3%,-1.0%,6.7%,0.9%
O=C(O)[C@@H]1Cc2[nH]cnc2C(c2cccnc2)N1 (stereo partly specified),nt,-6.5%,?,-1.3%,7.7%,-3.0%,1.7%,-2.4%
CCOP(=O)(OCC)C(C)(C)NC(=O)C(Cl)(Cl)Cl,3.7%,15.4%,2.8%,0.2%,-6.3%,-2.2%,0.9%,-2.6%
C[C@@H](Cc1cccc(C(F)(F)F)c1)NCCCc1ccccc1,nt,1.3%,-2.6%,-1.2%,nt,4.8%,-1.4%,i
COC(=O)c1ccccc1N,nt,?,nt,-3.4%,-13.2%,-0.3%,31.6µM*,-16.8%
O=C(O)CCC(=O)NNC(=O)COc1ccc2ccccc2c1Br,8.1%[46 µM],?,-7.0%,0.0%,3.3%,-1.1%,14.7%,i
CC1(C)CC(n2[nH]c(=O)c3c2NC(=O)CSC3c2ccc(F)cc2)CCO1 (stereo unspecified),-8.3%,6.5%,5.1%,-5.1%,-10.0%,-0.1%,4.9%,-7.3%
COc1cc(CN2CCCC(C(=O)c3sccc3C)C2)cc(OC)c1O (stereo unspecified),-0.4%[46 µM],5.0%,-6.2%,-2.1%,-10.9%,3.2%,19.5%,-4.8%
CCOP(=O)(OCC)C(NC(C)=O)C(Cl)(Cl)Cl (stereo unspecified),-0.2%,10.3%,-2.1%,-0.6%,-8.1%,-1.2%,-0.7%,-11.2%
CO[C@@H](C)[C@](O)(C(=O)OCC1=CCN2CC[C@@H](O)[C@H]12)C(C)C,?,10.9%[20.9 µM],4.0%[25.5 µM],-2.3%[53 µM],-27.8%[20.6 µM],-2.4%[53 µM],4.6%[21.6 µM],i
O=[N+]([O-])[N-][n+]1cnn(Cc2ccc(Cl)cc2)c1,nt,1.4%,-6.2%,-0.1%,-7.4%,2.0%,2.3%,-10.3%
Cn1c(=O)cc(OCC(=O)N2CCN(Cc3ccc4c(c3)OCO4)CC2)c2ccccc21,9.9%,1.8%,-12.4%,-7.8%,9.1%,3.9%,3.9%,i
C(#CCN1CCOCC1)COC/C=C/c1ccccc1,4.7%,5.9%,-5.9%,1.0%,2.6%,3.7%,4.0%,-15.4%
O=C1NC(=O)N(Cc2ccco2)C(=O)/C1=C\c1cccn1CCOc1ccccc1,nt,nt,-7.5%,-0.2%,nt,9.4%,31.3%[activator],?
CCN(CC)S(=O)(=O)c1ccc(C)c(NCC(=O)Nc2ccc(C#N)c(Cl)c2)c1,?,?,?,-2.0%,-35.2%[inhibitor],1.7%,10.8%,-2.9%
O=NN1CCCC1c1cccnc1 (stereo unspecified),nt,?,nt,-1.1%,-14.2%,0.3%,-3.8%,-11.0%
CCCN1CCc2cccc3c2C1Cc1ccc(O)c(O)c1-3 (stereo unspecified),?,?,?,-6.7%&-9.4%,-88.8%&-112.8%[inhibitor],2.3%&-12.1%,21.7%&-26.8%,-16.4%
Cc1cccc(CN2CCCC(C(=O)c3ccc4c(c3)OCO4)C2)n1 (stereo unspecified),-1.3%[46 µM],-1.7%,?,-0.5%,nt,0.3%,25.6%,-21.6%
c1cncc(C2Nc3cccc4cccc(c34)N2)c1,nt,nt,5.01µM*,-3.5%,nt,4.9%,-19.8%,?
CN1C2CCC1CC(C(=O)OC(CO)c1ccccc1)C2 (stereo unspecified),nt,13.5%,12.8%,-0.7%,-0.5%,-3.0%,0.6%,-2.4%
O=C1c2cccc3cccc(c23)C(=O)N1/N=C/c1c(O)n(-c2ccccc2)c(=O)[nH]c1=O,?,-9.8%,6.7%,0.1%,8.7%,-2.5%,15.8µM*,i
O=c1[nH]c(=O)n(C2CCCCC2)c(O)c1/C=N/N1CCCCC1c1cccnc1 (stereo unspecified),nt,nt,2.5%,-0.8%,nt,2.5%,1.7%,-4.2%
Cn1c(=O)oc2cc(S(=O)(=O)N3CCC(C(=O)Nc4ccc(OC(F)(F)F)cc4)CC3)ccc21,3.3%,4.1%,4.2%,-0.3%,-41.6%[inhibitor],8.2%,-0.2%,-9.2%
NN=C(N)N,?,5.1%&-3.4%&4.7%&-2.3%,?,-4.3%&-3.9%&-0.9%&0.6%,-22.9%&-1.7%&-0.5%,-0.6%&-1.7%&5.1%&-0.4%,5.0%&6.3%&6.2%&2.0%,-2.9%&-3.3%
CCOC(=O)C(O)(c1ccc(NC(=O)c2ccc(Cl)c(Cl)c2)cc1)C(F)(F)F (stereo unspecified),nt,nt,4.6%,0.2%,nt,-5.9%,-4.6%,i
CCC12CN3CCN(CC(C3)/C1=N/NC(=O)c1ccncc1)C2,nt,1.8%,27.6%,-3.0%,-3.9%,4.1%,8.7%,2.8%
CN1C(=O)N(C)C(=O)C2(Cc3ccccc3N3CCOCC32)C1=O (stereo unspecified),-18.4%,20µM*,9.6%,-1.7%,-0.5%,-6.4%,-13.4%,-6.7%
O=C(O)CNC(=O)[C@@H](CS)Cc1ccccc1,-8.3%,?,-2.6%[25.5 µM],-1.8%[53 µM],6.3%[20.6 µM],-6.0%[53 µM],-4.7%[21.6 µM],-4.8%[25.9 µM]
O=C(CCn1c(=O)oc2ccccc21)N1CCN(C(c2ccccc2)c2ccccc2)CC1,?,17.8µM*,7.8%,2.8%,-24.1%,-18.4%,-3.5%,-16.5%
CCc1nc2ccccc2c(=O)n1-c1ccccc1[N+](=O)[O-],-9.3%,?,2.0%,-8.2%,-1.1%,-4.2%,17.7%,-1.9%
Cc1c2cnn(CC(=O)N3CCC4(CC3)OCCO4)c(=O)c2c(C)n1Cc1ccccc1F,-18.6%,?,?,1.1%,9.2%,9.8%,8.5%,2.9%
CCCCOC(=O)COc1cc(C)cc2oc(=O)c3c(c12)CCC3,0.2%,10µM*,?,1.0%,-5.9%,-16.7%,2.5%,i
